All columns: NCI-60 one-dose screen, growth in % after 48 h at 10 µM unless noted; 100 = growth as untreated, 0 = no growth, -100 = all killed.
HOP-62 = HOP-62 NSCLC; 80,000 tested, 3.9% active; AID 1794735
EKVX = EKVX NSCLC | 71,000 tested, 3% active
SK-MEL-2 = SK-MEL-2 melanoma; 77,000 tested, 4.7% active
A549/ATCC = A549/ATCC NSCLC. 81,000 tested, 3.7% active
SK-MEL-5 = SK-MEL-5 melanoma; 80,000 tested, 6.4% active
HOP-92 = HOP-92 NSCLC cells. AID 1794738. 71,000 tested, 6.3% active
SK-MEL-28 = SK-MEL-28 melanoma; 81,000 tested, 4.1% active
M14 = M14 melanoma. 80,000 tested, 6.2% active. AID 1794745
Active calls of the source: *; nt = not tested or not shown; & = joins results of further samples; [ ] = dose if it differs, or a comment. Rule for the calls: active = growth percent below 10; inactive = the rest. This is a random part of the collection (roughly 11% active in at least one column).

SMILES	HOP-62	EKVX	SK-MEL-2	A549/ATCC	SK-MEL-5	HOP-92	SK-MEL-28	M14
Fc1ccc2[nH]cc(-c3nc(-c4c[nH]c5c(Cl)nccc45)cs3)c2c1	57	63	73	23	60	36	44	-5.3*
O=C(CN1CCCCC1)Nc1nc2ccc(NCc3ccccc3)cc2s1	104	55	97	78	66	82	93	86
COc1cc(CCn2nnc3c(NCCN4CCOCC4)ncnc32)cc(OC)c1	101	nt	83	91	100	102	109	100
O=c1c(F)cn(Cc2ccccc2CCl)c(=O)n1Cc1ccccc1CCl	-52*	-4.3*	4.2*	1.3*	-100*	-77*	-65*	-64*
O=C1c2cccnc2C(=O)c2nc3cc(N4CCN(C5CC5)CC4)ccc3nc21	-57*	27	-16*	-53*	-98*	62	-77*	-91*
O=C1CN(CCN2CC(=O)N(CN3CCOCC3)C(=O)C2)CC(=O)N1CN1CCOCC1	123	122	71	80	100	70	121	124
O=C1c2cccc3cccc(c23)C(=O)N1CC#Cc1ccc2c3c(cccc13)C(=O)N(CCN1CCOCC1)C2=O	90	94	107	98	96	75	105	100
O=S(=O)(O)C(Nc1ccccc1)c1ccccc1 (stereo unspecified)	100	104	82	103	77	nt	104	99
NC(CCCCNC=O)C(=O)O (stereo unspecified)	110	nt	nt	107	102	101	102	111
O=C(Nc1ccc(F)cc1)OCCOc1ccc(Br)cc1	122	109	108	105	100	nt	127	104
CC(=O)Cc1nsc(NC(=O)c2cc(-c3ccc([N+](=O)[O-])cc3)oc2C)n1	98	86	107	101	99	95	106	107
O=c1[nH][n+](-c2ccc([N+](=O)[O-])cc2)no1	103	82	117	72	99	94	105	94
COc1ccc2c(c1)/C(=N/c1n[nH]c(=S)s1)C(=O)N2	100	99	105	84	91	93	107	103
CC(C)CCC[C@@H](C)[C@H]1CC[C@H]2[C@@H]3C=CC4=CC=CC[C@]4(C)[C@H]3CC[C@]12C	91	nt	104	101	99	119	107	93
CC(=O)CC(=O)NC(C)(C)CC(C)(C)C	120	nt	121	90	101	78	111	108
CCSc1nc(N)c(Br)c(Sc2nc(N)nc3nc[nH]c23)n1	105	80	85	97	93	74	87	78
COc1ccc(-n2nc(C(=O)NCCCCC(=O)O)nc2-c2ccccc2)cc1	101	100	103	96	94	103	107	101
Nc1ncnc(Nc2cccc(F)c2)n1	108	nt	122	95	98	103	112	nt
COc1cccc(C/C(=N/O)c2cccc(OC)c2)c1	98	100	107	100	90	79	104	99
CCS(N)(=O)=O	100	94	112	103	97	94	119	106
O=C(C[n+]1ccccc1)c1ccc(-c2ccccc2)cc1	103	94	106	94	106	101	115	110
O=C(CCCN1CCC(O)(c2ccc(Cl)cc2)CC1)c1ccc(F)cc1	99&104	125&84	107&142	102	88&89	67&50	106&96	93&99
O=C1CCC(=O)O1	87	114	108	108	nt	102	108	102
C=CC(=O)Nc1ccc(Oc2nccc(Nc3nnc(-c4ccccc4)s3)n2)cc1	90	93	104	102	89	78	102	105
COc1cc2nc(Nc3cccc(F)c3)nc(Nc3cc(C)[nH]n3)c2cc1OC	-53*[20 µM]	-67*[20 µM]	-68*[20 µM]	-55*[20 µM]	-90*[20 µM]	-89*[20 µM]	-99*[20 µM]	-91*[20 µM]
CC(=O)n1nc(C(=O)OC(C)C)c2cc(F)c(F)cc21	96	102	103	80	99	42	114	92
O=S(=O)(Nc1ccc2ccccc2c1)N1CCCCC1	63	81	8.4*	69	60	nt	74	39
Oc1ccc(CSc2nnc(-c3ccccc3)n2-c2ccccc2)c2cccnc12	11	19	31	13	-22*	-14*	18	-11*
COc1cc(OC)c(NC(=O)NNC(=O)C(=O)NC2CC2)cc1Cl	104	nt	137	105	102	98	104	99
CCOc1ccc(/C=C2/NC(=O)NC2=O)cc1Cl	112	54	82	104	99	97	106	98
Cc1ccc(-c2nc3cc4nc5ccccc5nc4cc3n2C)cc1	104	111	118	107	105	103	112	111
O=C(Nc1cccc(Cl)c1)Nc1nccs1	95	98	97	29	90	nt	103	89
COc1ccc(C2c3sc4c(F)cccc4c3Oc3nc[nH]c(=O)c32)cc1 (stereo unspecified)	80	71	98	89	75	59	93	91
CC(OC(=O)c1ccccc1)c1ccccc1 (stereo unspecified)	93	103	111	102	102	73	105	112
Cc1cc(C)n(Nc2nc3ccccc3[nH]c2=O)c(=O)c1C#N	93	88	108	97	95	76	104	99
COC1=C(C)C(=O)c2c(c(CCCl)c3n2CCC3O)C1=O (stereo unspecified)	-11*	14	-49*	4.4*	-51*	103	-28*	-14*
Cc1cc2oc3c(c2c(=O)[nH]1)C(=O)c1ccccc1C3=O	119	102	111	94	98	99	131	118
CC1(C)[C@@H](NOCCCN)CC[C@]2(C)[C@H]3C(=O)C=C4[C@@H]5C[C@](C)(C(=O)O)CC[C@]5(C)CC[C@@]4(C)[C@]3(C)CC[C@@H]12	-84*[100 µM]	-41*[100 µM]	-64*[100 µM]	-27*[100 µM]	-51*[100 µM]	-72*[100 µM]	-81*[100 µM]	-20*[100 µM]
C=C1SC(=Nc2ccccc2Cl)N(C(=O)c2sc3ccccc3c2Cl)C12CCCCC2	67	129	152	50	79	41	120	84
Cc1ccccc1Nc1nc2nonc2nc1Nc1cccc(C)c1C	72	27	25	27	5.6*	23	80	58

Ordered by molar mass (lowest first): 12 of the compounds above
SMILES	HOP-62	EKVX	SK-MEL-2	A549/ATCC	SK-MEL-5	HOP-92	SK-MEL-28	M14
CC(OC(=O)c1ccccc1)c1ccccc1 (stereo unspecified)	93	103	111	102	102	73	105	112
O=C(Nc1cccc(Cl)c1)Nc1nccs1	95	98	97	29	90	nt	103	89
CCOc1ccc(/C=C2/NC(=O)NC2=O)cc1Cl	112	54	82	104	99	97	106	98
Cc1cc2oc3c(c2c(=O)[nH]1)C(=O)c1ccccc1C3=O	119	102	111	94	98	99	131	118
CC(=O)n1nc(C(=O)OC(C)C)c2cc(F)c(F)cc21	96	102	103	80	99	42	114	92
Cc1cc(C)n(Nc2nc3ccccc3[nH]c2=O)c(=O)c1C#N	93	88	108	97	95	76	104	99
COC1=C(C)C(=O)c2c(c(CCCl)c3n2CCC3O)C1=O (stereo unspecified)	-11*	14	-49*	4.4*	-51*	103	-28*	-14*
Cc1ccccc1Nc1nc2nonc2nc1Nc1cccc(C)c1C	72	27	25	27	5.6*	23	80	58
COc1ccc(C2c3sc4c(F)cccc4c3Oc3nc[nH]c(=O)c32)cc1 (stereo unspecified)	80	71	98	89	75	59	93	91
Oc1ccc(CSc2nnc(-c3ccccc3)n2-c2ccccc2)c2cccnc12	11	19	31	13	-22*	-14*	18	-11*
C=C1SC(=Nc2ccccc2Cl)N(C(=O)c2sc3ccccc3c2Cl)C12CCCCC2	67	129	152	50	79	41	120	84
CC1(C)[C@@H](NOCCCN)CC[C@]2(C)[C@H]3C(=O)C=C4[C@@H]5C[C@](C)(C(=O)O)CC[C@]5(C)CC[C@@]4(C)[C@]3(C)CC[C@@H]12	-84*[100 µM]	-41*[100 µM]	-64*[100 µM]	-27*[100 µM]	-51*[100 µM]	-72*[100 µM]	-81*[100 µM]	-20*[100 µM]

Following part.
SMILES	HOP-62	EKVX	SK-MEL-2	A549/ATCC	SK-MEL-5	HOP-92	SK-MEL-28	M14
O=C1c2ccccc2C(=O)N1CNc1ccc(Cl)cc1	89	83	94	77	81	131	103	49
O=S(=O)(/C=C/c1ccccc1)c1ccc(F)cc1	104	nt	96	102	104	nt	117	91
COc1cc(C2=NNC(c3ccc(Oc4ccc(Br)cc4)cc3)C2)cc(OC)c1OC (stereo unspecified)	77	63	92	69	72	67	98	94
Cn1cc(-c2ccc3c(c2)ncn3-c2ccc(CC(=O)Nc3cc(C(C)(C)C)on3)cc2)cn1	36	21	23	19	48	5.1*	48	19
COc1ccc2oc3c(C)c4c(c(C)c3c2c1)C(=O)N(CCN1CCCCC1)C4=O	85	105	115	92	95	102	101	103
O=C(Nc1ccccc1-c1nn(CN2CCNCC2)c(=S)n(CN2CCNCC2)c1=O)C(F)(F)F	94	66	108	95	100	82	106	97
CCc1ccc(Oc2c(-c3ccc(OCCc4cccc(C(F)(F)F)c4)cc3O)n[nH]c2C(F)(F)F)cc1	77	50	55	56	42	-5.8*	44	59
CC1(C)CC[C@]2(C(=O)N3CCCN(CC#N)CC3)CC[C@]3(C)C(=CC[C@@H]4[C@@]5(C)CCC(=O)C(C)(C)[C@@H]5CC[C@]43C)[C@H]2C1	105	103	105	97	104	83	102	103
O=C(O)c1ccc(-c2nn(-c3ccc(C(=O)O)cc3)cc2CNc2cccc(Br)c2)cc1	95	109	114	101	100	97	106	96
O=C(CC1(O)C(=O)Nc2c(Cl)ccc(Cl)c21)c1ccco1 (stereo unspecified)	78	76	100	78	96	113	103	87
Cc1cc2c(n1Cc1ccccc1)CSc1cc(S(=O)(=O)c3ccccc3)c(=O)[nH]c1-2	101[100 µM]	78[100 µM]	117[100 µM]	94[100 µM]	90[100 µM]	79[100 µM]	114[100 µM]	93[100 µM]
COc1ccc(Nc2[nH]n3c(=O)cc(-c4ccccc4)nc3c2C(=O)Nc2ccc(C)cc2)c(OC)c1	80	90	103	89	98	69	95	96
CC(C)CNC(=O)c1c(N)n(CCc2ccccc2F)c2nc3ccccc3nc12	101	nt	113	97	91	90	109	102
CN(CC1CCN(Cc2ccccc2)CC1)C(=O)c1cn(Cc2ccccc2Cl)nn1	101	nt	104	104	101	nt	106	108
CCOC(=O)c1c(C)[nH]c(C=O)c1C	85	69	100	82	108	111	111	113
CNC(=O)c1cc(Oc2ccc3nc(NC(C)=O)sc3c2)ccn1	109	98	95	102	101	100	105	101
CC(=O)CC(=O)NCc1ccc2c(c1)OCO2	129	nt	131	98	105	111	107	107
COc1cc(OC)c(S(=O)(=O)NNC(=O)c2ccncc2)cc1C(=O)/C=C/c1ccc(Cl)cc1	89	94	nt	89	75	116	88	91
CC(C)N1CCN(c2ccncc2S(=O)(=O)N2CCN(C)CC2)CC1	106	nt	107	101	100	108	114	99
CN1C(=O)N(C)C2NN3C(=O)C=C(c4ccccc4)SC3=NC21 (stereo unspecified)	103	103	101	99	99	87	117	112
COC(=O)CC[C@@H]1O[C@@H](c2cccc(C(F)(F)F)c2)[C@@H](I)[C@H]1O	101	95	99	103	94	68	107	95
BrC1=C(Br)C(Br)(Br)C(Br)=C1Br	101	109	95	95	102	105	93	65
Cc1nn(-c2ccc(F)cc2)c2nc(-c3cccnc3)[nH]c(=O)c12	113	106	108	98	94	88	114	123
c1ccc(CCc2cccc3ccccc23)nc1	89	83	113	95	106	90	100	95
COc1cc(OC)c(NC(=O)n2ncc3cc(Nc4ncnc5ccccc45)ccc32)cc1Cl	nt	33	102	80	94	87	99	100
CCc1ccc(NC(=S)n2c(=O)cc(C)c3ccc(O)cc32)cc1	94	106	111	104	105	101	106	107
CC1=C(CCN2CCN(c3ccccc3)CC2)C(=O)N2N=C(c3ccc(Cl)cc3)OC2N1 (stereo unspecified)	108	96	116	104	100	105	108	99
CCCCCCCCCCCCCCCCOC(=O)c1c(C)[nH]c(/C=C2\N=C(c3ccc[nH]3)C=C2OC)c1C	54	68	-26*	11	-81*	-13*	51	-17*
C=C(C)[C@@H]1CC[C@]2(COP(=O)(OCC)OCC)CC[C@]3(C)[C@H](CC[C@@H]4[C@@](C)(CCCN)[C@H](C(=C)C)CC[C@]43C)[C@@H]12	54	22	27	22	-48*	25	32	18
Cc1ccc(S(=O)(=O)Nc2ccc(C(=O)CC3(O)C(=O)Nc4ccccc43)cc2)cc1 (stereo unspecified)	103	99	110	103	100	49	109	99
Cc1c2c(cc3c1[nH]c1ccccc13)C=NCC2	96	80	109	91	88	nt	118	91
O=C(CCn1c[n+](CC(=O)c2ccccc2)c2ccccc21)Nc1cccc2cccnc12	96	97	104	100	95	nt	98	96
CC(=O)N1N=C(c2ccc(Cl)cc2)CC1c1ccc(Oc2ccc(Cl)cc2)cc1 (stereo unspecified)	96	80	99	75	94	60	108	87
CC(C)(C)[Si](C)(C)OCC1OC(n2cnc3c(N)ncnc32)CC1OS(C)(=O)=O (stereo unspecified)	104	105	105	99	99	98	105	104
COc1ccc(C(=O)/C=C/c2ccc3c(c2)OCO3)cc1S(=O)(=O)Nc1cccnc1	84	89	104	87	96	89	106	97
Oc1c(I)cc(I)c2cccnc12	46&70	78&104	64&98	55&94	55&86	78&68	84&96	35&81
O=c1[nH]c2ccccc2c(O)c1N=Nc1ccc(N=Nc2ccc(S(=O)(=O)O)cc2)cc1	102	92	108	102	98	99	106	96
CCOC(=O)c1cc2cc(C)ccc2[nH]1	99	92	122	97	78	75	105	100
CC(=NCCN)c1nc2ccccc2n1CCBr	92	100	nt	102	98	nt	106	99
CCN(c1ccccc1)S(=O)(=O)c1ccccc1N	103	95	120	100	105	nt	103	113
COc1ccc(-n2nnc3c4nc(-c5ccccc5)oc(=O)c4c(C)nc32)cc1	nt	107	102	106	103	92	110	96
Cc1cc(=O)oc2cc(OCCOc3ccc(/C=C/C(=O)Nc4ccccc4)cc3)ccc12	100	107	110	101	45	111	101	99
COc1cccc(NC(=O)Nc2ccc(-c3ccc(OC)c(OC)c3)nc2C)c1	95	101	88	91	84	81	100	91
COc1cc(N2C(=O)CC(c3ccc4c(c3)OCO4)C3C2=NC(=O)N3C)cc(OC)c1OC (stereo unspecified)	108	97	104	102	nt	109	109	108
CCOC(=O)C(Br)c1cccc(OC)c1 (stereo unspecified)	106	nt	99	104	116	nt	109	98
NS(=O)(=O)c1ccc(CCNc2nc3c(-c4cccc(F)c4)nnn3c3ccccc23)cc1	97	89	113	82	81	94	119	93
NCCCCCCCCC(=O)O	100	102	98	100	95	110	94	92
CNC(=O)c1cc(N2CCc3c2ccc(NC(=O)Nc2cc(C(F)(F)F)cc(C(F)(F)F)c2)c3F)ccn1	93	100	109	101	98	103	99	95
C=CCN(CC=C)CCN1C(=O)c2c(c3c4ccccc4n(C4CC(O)C(O)C(C)O4)c3c3[nH]c4ccccc4c23)C1=O (stereo unspecified)	75	89	116	79	91	112	95	76

Screening results (PubChem)
